High-throughput results as filed in PubChem.
ERG Ets-DNA blk – blocks human ERG Ets domain binding to DNA; P11308; fluorescence polarization, His-ERG Ets domain / labelled DNA; Potency, µM (titrated, usually from 76.9 µM), inactives show top-dose FP activity, negative = inhibition, actives largely listed as inhibitors; 370,000 tested, 0.028% active; AID 624246; active means well fitted inhibition curve with a large enough effect in the polarisation, with a control signal flat; inconclusive means small, poorly fitted or top-dose-only effect, or effect the other way, or a change in a side signal; inactive means no such curve, though single readings can be large or run the other way; the % refers to the polarisation;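 further: polarization taken with two DNA probes labelled with fluorescein and Texas red; % of control where 0% means no effect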
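His-tagged ERG Ets domain (1 uM in the protein solution; 300mM KCl, 50mM Tris-HCl, 1mM EDTA, 1mM DTT, pH 7.5) received compound, then a probe mix of 5 nM fluorescein-DNA and 100nM Texas-615-DNA. Fluorescence polarization was read for both dyes.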
Tb PGK inh – inhibitors of T. brucei phosphoglycerate kinase. 380,000 tested, 0.043% active. AID 602233. Potency, µM (highest dose often 57.5 µM), for inactives: top-dose activity change, negative = inhibition, most hits filed as inhibitors. P07378. PGK/GAPDH coupled, Kinase-Glo luminescence, 60 min; further: on the % scale 0 is the no-effect control and ±100 the full control effect; nearly all actives have a fitted effect of over 60% in size
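Luminescent ATP detection (Kinase-Glo Plus) follows a 60-minute room-temperature incubation, with wells lacking PGK as controls. Buffer: 100 mM TEA (pH 7.6), 5 mM MgCl2, 0.01% Tween-20. Coupling enzyme GAPDH (100 nM final) supplies unstable 1,3-BPG in-well.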
JMJD2A Tudor – blocks the human JMJD2A Tudor domain; O75164; AlphaScreen JMJD2A-Tudor / H3K4me3 peptide binding; Potency, µM (doses to about 114 µM), without a hit: top-dose activity change, negative = inhibition, hits mostly inhibitors; 390,000 tested, 4.4% active; further: on the % scale 0 is the no-effect control and ±100 the full control effect; nearly all actives have a fitted effect of over 50% in size
ALOX12 inh – inhibitors of human 12S-lipoxygenase ALOX12; purified 12hLO, xylenol orange hydroperoxide absorbance; Potency, µM (top dose mostly 108 µM), for the others: top-dose activity change, negative = inhibition, actives largely listed as inhibitors; 580,000 tested, 1.1% active; AID 1671190; further: on the % scale 0 is the no-effect control and ±100 the full control effect
Target sequence (P18054 whole entry, looked up): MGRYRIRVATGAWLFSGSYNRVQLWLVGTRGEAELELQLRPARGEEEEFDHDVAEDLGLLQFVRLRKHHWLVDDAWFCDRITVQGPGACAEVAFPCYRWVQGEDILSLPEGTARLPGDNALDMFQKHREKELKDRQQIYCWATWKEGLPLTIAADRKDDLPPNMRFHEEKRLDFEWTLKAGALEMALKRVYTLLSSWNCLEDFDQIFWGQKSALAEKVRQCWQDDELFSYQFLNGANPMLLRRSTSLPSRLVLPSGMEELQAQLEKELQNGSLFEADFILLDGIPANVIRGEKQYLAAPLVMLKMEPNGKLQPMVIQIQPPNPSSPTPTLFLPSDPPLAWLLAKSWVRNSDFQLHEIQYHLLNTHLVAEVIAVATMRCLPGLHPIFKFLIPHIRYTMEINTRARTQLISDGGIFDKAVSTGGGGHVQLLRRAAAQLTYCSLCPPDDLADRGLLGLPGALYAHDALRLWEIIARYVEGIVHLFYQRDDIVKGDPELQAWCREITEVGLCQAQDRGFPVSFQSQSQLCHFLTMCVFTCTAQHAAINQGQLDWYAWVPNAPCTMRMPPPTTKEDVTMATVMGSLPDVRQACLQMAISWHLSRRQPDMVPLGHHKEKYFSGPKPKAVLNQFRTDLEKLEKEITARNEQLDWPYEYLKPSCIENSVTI
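Purified human 12hLO at 150 nM in 25 mM Hepes, 0.01% Triton X-100, pH 7.0, preincubated 15 min at room temperature with compound. Reaction started with 40 uM arachidonic acid, 30 min at room temperature. Hydroperoxide measured by Fe-xylenol orange, 573/405 nm absorbance ratio.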
GLS inhibitor – blocks human kidney-isoform glutaminase activity; GLS enzymatic activity, qHTS titration; Potency, µM (highest dose often 45.5 µM), for the others: top-dose activity change, negative = inhibition, most hits filed as inhibitors; 410,000 tested, 0.21% active; further: on the % scale 0 is the no-effect control and ±100 the full control effect
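hKGA in 45 mM KH2PO4 (pH 8.2), 0.02% Tween-20 with compound, then 1mM L-Glutamine (stock as added) plus glutamate oxidase/HRP/Amplex red coupling mix. Fluorescence read initially and after 30 min at RT; signal change reflects glutamate formation.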
rTrxR1 inhibitor – rat TrxR1 inhibition; O89049; recombinant rTrxR1, NADPH fluorescence consumption, selenite substrate; Potency, µM (doses to about 114 µM), for the others: at the top dose activity change, negative = inhibition, usual class: inhibitors; 390,000 tested, 1% active; AID 588453; further: on the % scale 0 is the no-effect control and ±100 the full control effect; nearly all actives have a fitted effect of over 65% in size
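Rat TrxR1 (90 nM in the dispensed reagent) was pre-reduced with 400 uM NADPH for 5 min at room temperature, then incubated with compound for 15 min. After 400 uM selenite was added, NADPH fluorescence (Ex 340/Em 450 nm) was followed for 8 min.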
RGS4 inhibitor – inhibitors of human regulator of G protein signaling 4 | P49798 | Transcreener GDP fluorescence polarization, RGS4-accelerated GTP hydrolysis | Potency, µM (highest dose often 114 µM), inactives show top-dose activity change, negative = inhibition, most hits filed as inhibitors | 390,000 tested, 0.039% active; further: on the % scale 0 is the no-effect control and ±100 the full control effect; nearly all actives have a fitted effect of over 75% in size; some results filed as inactive show a strong effect at the top dose
Target sequence (P49798 whole entry, looked up): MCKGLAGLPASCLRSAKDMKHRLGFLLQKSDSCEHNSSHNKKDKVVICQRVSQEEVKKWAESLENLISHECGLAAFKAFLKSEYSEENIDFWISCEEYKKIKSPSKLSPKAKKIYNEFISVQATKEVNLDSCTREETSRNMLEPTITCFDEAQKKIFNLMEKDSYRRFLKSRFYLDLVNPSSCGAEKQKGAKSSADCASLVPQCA
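MLSMR compounds (23 nl, pin-transferred) preincubated 10 min at room temperature with a 500nM (2x) first reagent, then RGS4 at 900nM (2x) plus Transcreener GDP mix added; fluorescence polarization (620/688 nm) read before and after 90 min at 30 °C.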
HP1b chromo inh – blocks HP1-beta chromodomain binding to methylated histone tails; 390,000 tested, 0.56% active; P83916; AlphaScreen HP1-beta / biotin-H3K9me3 peptide binding; Potency, µM (top dose mostly 114 µM), inactives show top-dose activity change, negative = inhibition, most hits filed as inhibitors; further: nearly all actives have a fitted effect of over 70% in size; inactives centre near 23
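Compound inhibition of the preformed complex between 50 nM HP1-beta and 50 nM biotinylated H3K9me3 peptide was read by AlphaScreen. Buffer was PBS pH 7.4 with 0.01% Tween-20. Incubations ran 30 min at room temperature, with 10 ug/mL donor/acceptor beads.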
Pin1 inhibitor – blocks the human prolyl isomerase Pin1. Q13526. Pin1 FP peptide displacement, HiFluor488, 10 min. Potency, µM (highest dose often 115 µM), for the others: top-dose activity, negative = inhibition, hits mostly inhibitors. 390,000 tested, 0.009% active; active means well fitted inhibition curve with a large enough effect in the polarisation, with a control signal flat, not every such curve was filed as active; inconclusive means small, poorly fitted or top-dose-only effect, or effect the other way, or a change in a side signal; inactive means no such curve, though single readings can be large or run the other way; the % refers to the polarisation; further: on the % scale 0 is the no-effect control and ±100 the full control effect
Target sequence (Q13526 whole entry, looked up): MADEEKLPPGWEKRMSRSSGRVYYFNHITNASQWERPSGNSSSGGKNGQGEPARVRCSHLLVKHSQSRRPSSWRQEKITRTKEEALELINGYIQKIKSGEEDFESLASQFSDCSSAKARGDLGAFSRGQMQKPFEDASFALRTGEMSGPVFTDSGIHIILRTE
Active calls of the source: *; i = inactive; ? = inconclusive; . = no result given; [ ] = another dose, or the depositor's remark. Unless noted, the call rests on the fitted dose curve; in most records, active means well fitted curve in the direction sought with a large enough effect; inconclusive means small, poorly fitted or top-dose-only effect, or another doubt; inactive means no such curve, though single readings can be large; an effect the other way counts as inactive or inconclusive. Potency means the concentration at half of the fitted maximal effect. A portion of the library; the hit share may differ from the screen's.

SMILES	ERG Ets-DNA blk	Tb PGK inh	JMJD2A Tudor	ALOX12 inh	GLS inhibitor	rTrxR1 inhibitor	RGS4 inhibitor	HP1b chromo inh	Pin1 inhibitor
C/C(CCC(C)C)=N\NC(=S)Nc1cc(S(=O)(=O)N2CCOCC2)ccc1N1CCOCC1	7%	-1%	-36%	?	0%	21%[57.1 µM]	-12%	-22%	-5%
Cc1ccc(S(=O)(=O)Nc2cccc(C(=O)N3CCOCC3)c2)cc1	0%	-1%	-14%	-5%	-1%	16%	6%	3%	-13%
Cn1cc(CC(=O)NCCN2CCOCC2)c2ccccc21	4%	.	-26%	-6%	9%	12%	32%	10%	-1%
Cc1ccccc1C1CC(c2ccccc2)Nc2ncnn21 (stereo not given)	6%	-7%	-16%	367%[activator]	-1%	9%	-16%	49%[activator]	-15%
CCOc1ccc(N2C(=O)c3cccnc3C2=O)cc1	-7%	-8%	?	-27%	0%	40%[activator]	-2%	7%	-2%
Cc1ccc2c(c1)c(CC(=O)Nc1ccc(F)cc1)c(C(=O)O)n2C	.	.	-20%	?	11%	26%	-28%	48%[activator]	-4%
CCOc1cccc2sc(NC(=O)c3ccc(S(=O)(=O)N4CCCCC4C)cc3)nc12 (stereo not given)	-10%	i	-15%	?	-13%	19%[57.1 µM]	11%	16%[57 µM]	14%
CC(=O)c1c(C)[nH]c(C(=O)CN2CCN(S(=O)(=O)c3ccccc3F)CC2)c1C	-1%	2%	-14%	125%[activator]	1%	-23%	-35%	28%	-1%
O=C(COC(=O)c1n[nH]c2ccccc12)NC(=O)NC1CCCCC1	0%	9%	-10%	73%[activator][57.4 µM]	10%	15%	4%	26%	-3%
CC(=O)c1ccc2c3c(cccc13)CC2	-3%	6%	24%	0%	?	9%	-12%	97%[activator]	8%
Cc1cc(C)cc(OCC(=O)Nc2ccc(-c3nc4ncccc4o3)cc2C)c1	8%	-7%	-30%	2%	-37%	13%[57.1 µM]	10%	26%	-1%
O=C(NCc1ccco1)C1CCCCC1	-6%	1%	-6%	3%	-1%	14%	1%[11.4 µM]	50%[activator]	1%
CC(=O)NS(=O)(=O)c1ccc(NC(=O)c2cccc3ccccc23)cc1	-2%	-4%	-12%	0%	6%	30%	4%	1%	-1%
Cc1ccc(C(=O)CSc2nnc(-c3ccco3)n2C)cc1	-7%	i	8.9µM*	-16%	?	13%[57.1 µM]	?	-17%	-1%
COc1ccc(C(=O)OCC(=O)c2ccc(Br)s2)c(OC)c1	-4%	-3%	10%	-4%	0%	-12%	0%	52%[activator]	5%

By substructure, those above with fluorine (2)
SMILES	ERG Ets-DNA blk	Tb PGK inh	JMJD2A Tudor	ALOX12 inh	GLS inhibitor	rTrxR1 inhibitor	RGS4 inhibitor	HP1b chromo inh	Pin1 inhibitor
Cc1ccc2c(c1)c(CC(=O)Nc1ccc(F)cc1)c(C(=O)O)n2C	.	.	-20%	?	11%	26%	-28%	48%[activator]	-4%
CC(=O)c1c(C)[nH]c(C(=O)CN2CCN(S(=O)(=O)c3ccccc3F)CC2)c1C	-1%	2%	-14%	125%[activator]	1%	-23%	-35%	28%	-1%

Profiles, looked up by structure.
`CC(=O)NS(=O)(=O)c1ccc(NC(=O)c2cccc3ccccc23)cc1` as listed: ERG Ets-DNA blk: -2%; Tb PGK inh: -4%; JMJD2A Tudor: -12%; ALOX12 inh: 0%; GLS inhibitor: 6%; rTrxR1 inhibitor: 30%; RGS4 inhibitor: 4%; HP1b chromo inh: 1%; Pin1 inhibitor: -1%
`Cn1cc(CC(=O)NCCN2CCOCC2)c2ccccc21` as listed: ERG Ets-DNA blk: 4%; Tb PGK inh: .; JMJD2A Tudor: -26%; ALOX12 inh: -6%; GLS inhibitor: 9%; rTrxR1 inhibitor: 12%; RGS4 inhibitor: 32%; HP1b chromo inh: 10%; Pin1 inhibitor: -1%

Following part:
SMILES	ERG Ets-DNA blk	Tb PGK inh	JMJD2A Tudor	ALOX12 inh	GLS inhibitor	rTrxR1 inhibitor	RGS4 inhibitor	HP1b chromo inh	Pin1 inhibitor
NNC(=O)c1cccnc1Oc1ccccc1	-4%	-2%	-2%	i	18%	15%	2%	32%	16%
CC(=O)c1ccccc1OCC(O)Cn1c(CO)nc2ccccc21 (stereo not given)	0%	1%	-8%	1%	-12%	17%	27%	25%	-4%
COc1cccc(C2CC(=O)Nc3c2ccc(C)c3C)c1OC (stereo not given)	-8%	-7%	-7%	-24%	2%	0%	-1%	21%	2%
CC(=O)c1cccc(NC(=O)CCc2c(C)nc3c(c(C)nn3-c3ccccc3)c2C)c1	-14%	2%	-6%	-15%	-3%	6%	-1%	36%[activator]	29%
CCC12CN(S(=O)(=O)c3ccc(C)cc3)CC(CC)(CN(S(=O)(=O)c3ccc(C)cc3)C1)C2=O	5%	-6%	-10%	7%	-4%	22%[57.1 µM]	-18%	33%	2%
O=C(CSc1nnc(-c2ccncc2)o1)c1cccc([N+](=O)[O-])c1	-3%	-5%	-22%	-4%	-10%	14%[57.1 µM]	5%	-7%	4%
O=C(COC(=O)CNC(=O)c1ccccc1F)Nc1ccc2c(c1)OCCO2	-24%	-3%	-3%	-12%	63%[activator]	-17%[57.1 µM]	-2%	30%	-7%
CCOC(=O)c1noc2ncnc(N3CCN(c4ccccc4OC)CC3)c12	0%	i	-21%	-19%	2%	4%[57.1 µM]	-16%	-12%	-12%
CC1CCCCN1C(=O)Cn1cnc2cc([N+](=O)[O-])ccc2c1=O (stereo not given)	4%	8%	14µM*	i	?	14%[57.1 µM]	?	-14%	-9%
C=CCn1c(-c2cccc(OC)c2OC)n[nH]c1=S	-10%	1%	7.9µM*	?	-11%	1%[57.1 µM]	16%	31%	0%
C/C(=N\N=C1\NC(=O)C(CC(=O)O)S1)c1ccccn1 (stereo not given)	4%	-5%	?	159%[activator]	3%	43%[activator][57.1 µM]	-11%	51%[activator]	-7%
COc1ccccc1CNC(=O)COC(=O)c1cnccn1	3%	i	-2%	388%[activator]	-3%	11%	-11%	43%[activator]	14%
Cc1cccc(N2CCN(S(=O)(=O)c3cc(C(=O)Nc4ccccc4Cl)ccc3F)CC2)c1C	-9%	-2%	-2%	-28%	1%	12%[57.1 µM]	-3%	29%	27%
O=C1CCCc2c1[nH]c1c(Br)cccc21	9%	-5%	3%	25%	-1%	17%[57.1 µM]	-7%	34%	-1%
O=C(Cn1c(=O)sc2ccccc21)NCCOc1ccccc1F	7%	0%	11%[57.1 µM]	0%	7%	12%[57.1 µM]	8%[11.4 µM]	24%	1%
CCC(=O)Nc1c(-c2ccccc2Cl)c(=O)c2ccccc2n1CC	-2%	6%	-11%	0%	4%	-20%	-1%	37%	-1%
CCCC[C@@H]1CNC(=S)N1CCC12CC3CC(CC(C3)C1)C2	2%	9%	-31%	35µM*	0%	6%	-29%	37%	-3%
COc1ccc2[nH]cc(S(=O)(=O)c3ccc(F)cc3)c(=O)c2c1	14%	-8%	-15%	-51%	10%	-22%	24%	20%	-5%
CC1=C(C(=O)OC(C)C)C(c2ccc(Br)s2)NC(=O)N1 (stereo not given)	.	-4%[11.5 µM]	-7%	2%	0%	16%	3%	47%[activator]	0%
COc1ccc(S(=O)(=O)NCC2CCCN(C(=O)CCSC)C2)cc1 (stereo not given)	5%	2%	2%	0%	-3%	-1%	10%	53%[activator]	1%
CC1=NN(c2cccc(C(=O)O)c2)C(=O)/C1=C\C=C\c1ccco1	1%	4µM*	8.9µM*	-17%	92%[activator]	?	-34%	13µM*	.
N#CCCN(C(=O)COC(=O)c1cc2ccccc2oc1=O)c1ccccc1	-6%[15.4 µM]	-1%	-4%	5%	1%	4%	-38%	23%	-2%
O=C(O)CCN1C(=O)CC2(CCCCC2)C1=O	-10%	i	-14%	138%[activator]	-8%	13%[57.1 µM]	-29%	31%	-5%
Cc1cc(C)n2nc(C(=O)OCC(=O)N(Cc3ccccc3)C(C)C)nc2n1	1%	10%	?	-9%	3%	12%	-12%	19%	11%
COc1ccc(CCNC(=O)c2ccc3c(c2)N(Cc2ccc(F)cc2)C(=O)CS3)cc1OC	-4%	-1%	-34%	0%	3%	15%[57.1 µM]	23%	59%	27%
C=C(C)c1nc(Oc2ccccc2)nc(Oc2ccccc2)n1	3%	-2%	16%	6%	5%	20%[11.4 µM]	2%	96%[activator]	1%
CC(C)C[C@@H](CN1CCCC1CN1C(=S)NC[C@@H]1Cc1ccc(O)cc1)N1C[C@H](Cc2ccc(O)cc2)N(CC2CCCCCC2)C1=S (stereo not given in full)	6%	-1%	?	?	-8%	6%	1%	20%	3%
COC(=O)C1=C(C)N(Cc2ccccc2)C(=NCCc2cccnc2)N[C@H]1c1ccccc1	-4%	-1%	?	.	5%	4%[57.1 µM]	9%	5%	0%
NC(=O)CSc1nc(C23CC4CC(CC(C4)C2)C3)nc2ccccc12	-5%	-8%	-17%	-13%	-6%	0%[57.1 µM]	-13%	36%	1%
CN(C)CCN(C(=O)c1ccc(S(=O)(=O)N2CCCC2)cc1)c1nc2ccc(Br)cc2s1	4%	-1%	-24%	-17%	12%	20%	0%	35%	-8%
